Mm-Cpn inhibitor = blocks the Methanococcus maripaludis chaperonin Mm-Cpn. purified Mm-Cpn ATPase, ADP Transcreener TR-FRET. Potency, µM (titrated, usually from 76.9 µM), inactives show at the top dose activity, negative = inhibition, most hits filed as inhibitors. 0.031% of 330,000 active. AID 504842; further: potency means the concentration at half of the fitted maximal effect; on the % scale 0 is the no-effect control and ±100 the full control effect; nearly all actives have a fitted effect of over 80% in size
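Compound-treated chaperonin, 25 nM final, turns over 10 uM ATP at 37°C for 30 min following a 10 min preincubation; ADP generated competes with ADP-d2 for Eu-cryptate antibody, lowering FRET.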
EPAC2 antag = EPAC2 (human) antagonism; EPAC2 GEF exchange of Rap1B-BODIPY-GDP, fluorescence; Potency, µM (doses to about 114 µM), for inactives: top-dose activity, negative = inhibition, hits mostly inhibitors; 0.18% of 360,000 active; AID 720708; further: potency means the concentration at half of the fitted maximal effect; on the % scale 0 is the no-effect control and ±100 the full control effect; nearly all actives have a fitted effect of over 45% in size; many of its hits are not listed in these tables
PLK1 PBD block = blocks phosphopeptide binding to human PLK1 polo-box domain; Plk1 PBD binding of FITC phosphopeptide, fluorescence polarization; Potency, µM, inactives show max response, negative = inhibition, actives largely listed as inhibitors; 2.8% of 360,000 active; further: potency means the concentration at half of the fitted maximal effect; series mostly up to about 57 µM; on the % scale 0 is the no-effect control and ±100 the full control effect; nearly all actives have a fitted effect of over 65% in size
EPAC1 antag = antagonists of human EPAC1; O95398; EPAC1 GEF assay, Rap1b-BODIPY-GDP exchange fluorescence; Potency, µM (highest dose often 115 µM), for inactives: at the top dose activity change, negative = inhibition, most hits filed as inhibitors; 0.14% of 360,000 active;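 further: potency means the concentration at half of the fitted maximal effect; plate controls were vehicle for no effect and positive control for full effect; nearly all actives have a fitted effect of over 50% in size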
Target sequence (O95398 whole entry, looked up): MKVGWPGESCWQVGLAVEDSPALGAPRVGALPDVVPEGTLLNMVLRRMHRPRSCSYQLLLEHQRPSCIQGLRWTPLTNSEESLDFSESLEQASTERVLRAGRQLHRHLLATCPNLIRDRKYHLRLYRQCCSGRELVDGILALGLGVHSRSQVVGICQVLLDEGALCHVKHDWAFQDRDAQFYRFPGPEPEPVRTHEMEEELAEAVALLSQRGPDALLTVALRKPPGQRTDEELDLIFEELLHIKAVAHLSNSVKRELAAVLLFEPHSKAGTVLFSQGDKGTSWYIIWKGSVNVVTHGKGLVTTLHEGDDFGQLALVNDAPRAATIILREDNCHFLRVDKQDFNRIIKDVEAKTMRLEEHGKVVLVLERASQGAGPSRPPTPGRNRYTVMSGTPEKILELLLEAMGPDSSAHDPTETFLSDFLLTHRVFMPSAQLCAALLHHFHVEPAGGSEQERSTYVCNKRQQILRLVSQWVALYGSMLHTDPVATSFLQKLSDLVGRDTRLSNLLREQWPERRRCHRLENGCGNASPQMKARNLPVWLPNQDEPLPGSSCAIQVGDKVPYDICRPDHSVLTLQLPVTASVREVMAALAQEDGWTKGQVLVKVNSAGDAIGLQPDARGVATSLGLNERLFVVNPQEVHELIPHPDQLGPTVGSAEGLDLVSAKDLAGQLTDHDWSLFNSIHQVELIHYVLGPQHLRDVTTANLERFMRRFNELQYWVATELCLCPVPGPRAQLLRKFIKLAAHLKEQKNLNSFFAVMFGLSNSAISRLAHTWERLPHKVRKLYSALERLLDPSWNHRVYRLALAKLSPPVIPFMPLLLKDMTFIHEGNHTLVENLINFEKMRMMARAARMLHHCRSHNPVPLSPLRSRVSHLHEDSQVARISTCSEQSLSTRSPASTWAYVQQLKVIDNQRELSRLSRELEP
PI5P4Ka inh = PI5P4K alpha (human) kinase inhibition; PI5P4Kalpha enzyme, ADP-Glo luminescence, 60 min; active compounds read low; max response, %; 1.2% of 330,000 active; AID 652105; active means max response of -50% or lower; inconclusive means between -30% and -50%; inactive means -30% or higher; further: value at the top dose of about 77 µM; on the % scale 0 is the no-effect control and ±100 the full control effect
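qHTS, 1536-well: enzyme/substrate mix, compound by pin tool, 5 microM ATP final; RT 60 min; ADP-Glo reagents 1 (45 min) then 2 (30 min); luminescence.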
CCT modulator = modulators of cytosolic chaperonin (CCT/TRiC) activity. purified chaperonin ATPase assay, HTRF ADP detection, 30 min. activity change, % (test concentration not listed), hits read low. 0.3% of 360,000 active. AID 651819; in the data active means activity change below about -30%; further: on the % scale 0 is the no-effect control and ±100 the full control effect
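Enzyme 40 or 20 nM (batch-dependent) in Tris pH 7.4/KCl/MgCl2/DTT; cpd 76 uM single point; ATP 10 uM; 30 min 37 °C; Transcreener ADP HTRF detection, 30 min RT; ratio 665/615.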
EPAC1 agonist = activates human EPAC1 exchange factor; O95398; EPAC1 agonist qHTS, biochemical assay; response scale: 100% = response to 6.5 mM cAMP; Potency, µM (doses to about 154 µM), without a hit: at the top dose activation, hits mostly activators; 0.073% of 360,000 active; further: potency means the concentration at half of the fitted maximal effect; nearly all actives have a fitted effect of over 60% in size
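Nucleotide exchange assay: 100 nM EPAC1 with 250 nM Rap1B loaded with BODIPY-GDP and 50 uM GDP, room temperature. Fluorescence (480/540 nm) read every 5 min for 30 min; signal change normalized to 6.5 mM cAMP as full agonist.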
WRN inhibitor = inhibitors of human WRN helicase; Q14191; WRN helicase unwinding, fluorescent forked duplex, kinetic; 0.46% of 360,000 active; Potency, µM (highest dose often 114 µM), for the others: at the top dose activity change, negative = inhibition, most hits filed as inhibitors; further: potency means the concentration at half of the fitted maximal effect; on the % scale 0 is the no-effect control and ±100 the full control effect; nearly all actives have a fitted effect of over 55% in size
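WRN at 20 nM final was preincubated with compound for 15 min at room temperature; reaction started with 100 nM forked duplex oligonucleotide carrying fluorophore and quencher plus 2 mM ATP (final). Unwinding followed kinetically by red fluorescence (ex 525/em 598 nm).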
* = called active by the depositor; ? = inconclusive; nt = not tested or not shown; [ ] = dose if it differs, or a comment. Unless noted, the call rests on the fitted dose curve; in most records, active means well fitted curve in the direction sought with a large enough effect; inconclusive means small, poorly fitted or top-dose-only effect, or another doubt; inactive means no such curve, though single readings can be large; an effect the other way counts as inactive or inconclusive.

SMILES	Mm-Cpn inhibitor	EPAC2 antag	PLK1 PBD block	EPAC1 antag	PI5P4Ka inh	CCT modulator	EPAC1 agonist	WRN inhibitor
O=C(NCc1cccnc1)C(Cl)(Cl)Cl	-2%	-2%	-3%	3%	7	-0.8	2%	4%
CCCOC(=O)C1C2CCC(O2)C1C(=O)O (centres undefined)	nt	2%	1%	5%	0	-0.1	3%	1%
O=C1CN=C(c2ccccc2)c2ccccc2N1	-1%	-6%	1%	-6%	0	-53*	6%	8%
CCNC(=O)C1OC(n2cnc3c(N)ncnc32)C(O)C1O (centres undefined)	nt	6%	-2%	-1%	1	-4.2	2%	1%
CN1C(=O)C(=Cc2cc([N+](=O)[O-])ccc2N2CCCCC2)C(=O)N(C)C1=O	0%	0%	-6%	0%	0	-0.8	3%	-11%
OC(c1ccc(F)cc1)C(c1ccccc1)N1CCOCC1 (centres undefined)	nt	0%	-5%	-6%	-4	-0.9	0%	-2%
O=P(Oc1ccccc1)(Oc1ccccc1)N1CCOCC1	nt	21%	1%	3%	-3	-0.9	-1%	2%
CN1C(=O)NC(=O)[C@]2(Cc3ccccc3N3CCN(c4ccccc4)CC32)C1=O (some centres undefined)	-2%	-6%	-16%	0%	nt	-1.6	8%	-31%
COc1cc(C(=O)OC2C[C@H]3CC[C@@H](C2)N3C)ccc1O (some centres undefined)	0%	2%	-1%	3%	3	-0.7	7%	1%
CCOC(=O)C1(CCc2ccccc2)CCN(CC(O)CO)CC1 (centres undefined)	0%	-2%	-1%	-3%	-9	-0.8	-15%	10%
O=C1NC(=O)N(Cc2ccccc2)C(=O)C1Cc1ccccc1 (centres undefined)	nt	-5%	-9%	-6%	0	-0.8	-1%	?
Clc1ccc(C(OCCN2CCCCC2)c2ccccc2)cc1 (centres undefined)	-1%	-5%	-3%	-3%	-1	-5.3	-23%	0%
CCN(CC)c1ccc(/C=C/[N+](=O)[O-])cc1	-3%	6%	0%	14%	-4	1.9	6%	-20%
COc1ccc(C(=O)Nc2cccc(S(=O)(=O)NCc3ccco3)c2)cc1	0%	-3%	-13%	-7%	-14	-1.2	10%	-28%
CN1CCCN(C(=O)COc2ccccc2Br)CC1	1%	1%	-3%	10%	1	-1.7	19%	1%
COc1ccccc1NC1=NCCS1	3%	-1%	-8%	-2%	2	-0.7	1%	4%
Cc1cccc(C)c1-n1nnnc1C(c1cccs1)N1CCC(n2c(=O)[nH]c3ccccc32)CC1 (centres undefined)	nt	2%	0%	-3%	1	0.4	11%	-9%
CCOC(=O)c1[nH]c2ccc(OC)cc2c1C(SCC(=O)O)c1ccc(C(F)(F)F)cc1 (centres undefined)	-2%	-18%	?	?	20	0.2	-10%	-3%
CCC(C#N)(CC)P(=S)(c1ccccc1)c1ccccc1	0%	?	3%	-8%	16	-8.5	0%	-8%
O=c1[nH]c(=O)n(CCC2=CCCCC2)c(O)c1/C=N/Nc1ccccc1	-3%	-12%	-13%	-21%	-2	1.0	-2%	-11%
O=C(c1cc(F)ccc1F)C1CCCN(Cc2ccc3nonc3c2)C1 (centres undefined)	1%	-9%	-10%	-24%	1	0.8	9%	-12%
CCOC(=O)[C@@]1(C#N)[C@@H]2C=CC(C(N)=O)=CN2[C@@H](C(N)=O)[C@@H]1c1cccc(Cl)c1	0%	-1%	27µM*	-7%	-29	2.3	-5%	-17%
NC(=O)CN1CCCC1=O	1%	-3%	-12%	-2%	1	0.5	-11%	6%
CCOC(=O)C1CCN(/C=C2\C(=O)NC(=S)N(CC)C2=O)CC1	-6%	2%	1%	-21%	-24	-0.7	-5%	4%
CCOP(=O)(OCC)C1(O)C(=O)Nc2ccccc21 (centres undefined)	1%	-1%	-12%	-5%	-7	-0.5	-7%	-29%
COC1CC2C=C(C)C=CC=CC(=O)NC(c3ccccc3)CC=CCCC(O)CC(=O)C2=C1O (centres undefined)	nt	-4%	-27%	?	-84*	-2.6	-16%	?
Cc1ccc2cc(CNCCc3ccccc3C)c(=O)[nH]c2c1	-2%	-1%	-9%	15%	-9	-3.1	-1%	8%
CC(=O)N1N=C2C3CCN(CC3)C2C1c1ccc(F)cc1 (centres undefined)	0%	1%	-3%	-4%	-6	-0.9	14%	-8%
CCCCn1c(O)c(C(CC)=Nc2ccc(C(=O)O)cc2)c(=O)[nH]c1=O	-4%	1%	18%	-3%	?	-1.5	2%	-5%
COc1cccc(CN2CC=C(c3ccc(F)cc3)CC2)c1	1%	-1%	1%	-8%	4	-3.4	-1%	-17%
COc1cccc(C(=O)N2C[C@H]3C[C@@H](C2)c2cccc(=O)n2C3)c1	?	7%	1%	8%	-1	0.8	-20%	-1%
CCCNC(=O)N1[C@H]2CC[C@@H]1C(C(=O)OC)=C(c1ccc(F)cc1OCc1ccccc1)C2	-2%	?	-4%	-19%	6	-0.4	2%	-4%
CN1c2ccc([N+](=O)[O-])cc2CC2(C(=O)NC(=O)N(c3ccccc3)C2=O)C1c1ccccc1 (centres undefined)	2%	-1%	-4%	-11%	5	-0.7	-9%	-6%
O=P1(Nc2cccnc2)COc2ccccc2OC1	1%	6%	-8%	-1%	nt	-0.4	4%	2%
CCOC(=O)c1cccc(C2=C(CNC(=O)c3cccnc3)[C@H]3CC[C@@H](C2)N3Cc2ccccc2)c1	nt	6%	-6%	-7%	5	-0.4	-9%	-4%
O=C1NC(=O)N(Cc2ccco2)C(=O)/C1=C/C=C/c1ccco1	-3%	-1%	1.2µM*	56µM*	-83*	-2.6	13%	20µM*
CN(C)CCSC1c2ccccc2CSc2ccccc21 (centres undefined)	nt	-12%	?	-29%	-11	-2.0	9%	0%
CC12CN3CC(C)(CN(C1)C3c1ccncc1)C2=O (centres undefined)	-1%	5%	-1%	0%	-7	-1.5	-4%	5%
COC(=O)C1=C(c2c(C)noc2C)C[C@@H]2CC[C@H]1N2C(=O)N1CCCC1	-1%	0%	-1%	-3%	-2	0.4	-4%	-2%
CCc1c(C)nc(N)nc1N1N=C1SC	5%	-4%	-2%	-3%	nt	-2.7	6%	0%

4 records drawn at random from those above:
SMILES	Mm-Cpn inhibitor	EPAC2 antag	PLK1 PBD block	EPAC1 antag	PI5P4Ka inh	CCT modulator	EPAC1 agonist	WRN inhibitor
COC(=O)C1=C(c2c(C)noc2C)C[C@@H]2CC[C@H]1N2C(=O)N1CCCC1	-1%	0%	-1%	-3%	-2	0.4	-4%	-2%
O=C1NC(=O)N(Cc2ccco2)C(=O)/C1=C/C=C/c1ccco1	-3%	-1%	1.2µM*	56µM*	-83*	-2.6	13%	20µM*
CCCNC(=O)N1[C@H]2CC[C@@H]1C(C(=O)OC)=C(c1ccc(F)cc1OCc1ccccc1)C2	-2%	?	-4%	-19%	6	-0.4	2%	-4%
O=P1(Nc2cccnc2)COc2ccccc2OC1	1%	6%	-8%	-1%	nt	-0.4	4%	2%

The listing continues.
SMILES	Mm-Cpn inhibitor	EPAC2 antag	PLK1 PBD block	EPAC1 antag	PI5P4Ka inh	CCT modulator	EPAC1 agonist	WRN inhibitor
CCCSc1nc(O)c(CC)c(=O)n1C(C)CC (centres undefined)	1%	-6%	-11%	-6%	nt	-2.8	-1%	-12%
CCOC(=O)CN1C(=O)C2(C(C#N)=C(N)Oc3ccccc32)C(C(=O)OC)=C1C (centres undefined)	nt	3%	1%	-2%	10	-9.2	-5%	0%
COc1cc(C=C2C(=O)NC(=O)NC2=O)ccc1OCc1ccc([N+](=O)[O-])cc1	-1%	4%	6.7µM*	-25%	?	-2.0	-5%	45µM*
Cn1c(=O)c2c(nc(-c3ccc(N(CCCl)CCCl)cc3)n2C)n(C)c1=O	nt	-5%	-4%	-13%	-3	-0.8	8%	-24%
COc1cc2c3cc1Oc1c(OC)c(OC)cc4c1[C@H](Cc1ccc(cc1)Oc1cc(ccc1O)C[C@H]3N(C)CC2)N(C)CC4	0%	9%	-6%	-1%	-3	0.3	4%	-5%
c1cc2c(cc1N1CCOCC1)CNCc1cnnn1-2	nt	5%	1%	0%	0	1.0	-11%	3%
COc1ccc(OC(=O)N(C)C[C@@H]2OCc3cnnn3CCCC(=O)N([C@@H](C)CO)C[C@@H]2C)cc1	nt	-1%	0%	-2%	-3	-0.2	-4%	2%
CCOP(=O)(OCC)C(NC(=O)c1ccccc1C)C(Cl)(Cl)Cl (centres undefined)	1%	10%	1%	2%	6	-0.9	-8%	3%
CNC(=O)Oc1ccc(N(C)C)cc1C(C)C	3%	1%	-21%	-14%	0	-0.2	-2%	-2%
COc1ccccc1N1C(=O)NC(=O)/C(=C/c2ccc3c4c(cccc24)CC3)C1=O	-2%	4%	7.5µM*	7%	-58*	0.2	-9%	?
CCC(=O)c1cn(Cc2ccc(C#N)cc2)c2ccccc12	1%	-7%	-1%	-3%	-4	0.1	-7%	-5%
CC1NC(=O)NC(=O)C1Br (centres undefined)	nt	5%	4%	5%	6	-0.1	-2%	1%
COc1ccc(Oc2cc(NC(=O)c3nn(C)cc3[N+](=O)[O-])cc([N+](=O)[O-])c2)cc1	-1%	3%	1%	6%	22	-0.6	4%	-7%
O=C1NC(=O)N(c2ccc(F)cc2)C(=O)/C1=C/c1ccsc1	-3%	-8%	6.7µM*	2%	?	1.8	17%	?
Cc1ccccc1-n1c(CNc2ccccc2)nc2ccccc2c1=O	nt	-6%	-20%	5%	-2	0.3	11%	-1%
CCn1nc(/C=C/c2ccccc2)nc2c(=O)n(C)c(=O)nc1-2	-1%	?	24µM*	?	0	2.4	0%	-1%[11.6 µM]
O=C(Nc1ccccc1)c1c(O)c2c(n(Cc3ccco3)c1=O)CCCC2	-1%	-7%	-19%	?	1	-11	5%	1%
CCCCn1c(=O)c(C(=O)NCc2ccccc2OC)c(O)c2ccccc21	-1%	4%	-4%	-2%	8	0.9	14%	4%
CCC(=Nc1ccc(OC)cc1OC)c1c(O)n(C2CCCCC2)c(=O)[nH]c1=O	1%	-3%	2%	-2%	0	-0.2	12%	-13%
CC(=O)C1CCC2C3CCC4CC(O)CCC4(C)C3C(=O)CC12C (centres undefined)	nt	-1%	3%	0%	2	-5.2	4%	-24%
CC(Cc1ccccc1)NCC(=O)Nc1cc(N(C)C)nc2ccccc12 (centres undefined)	-4%[15.4 µM]	-27%	-1%	-5%	-2	1.6	5%	-26%
O=C(O)c1cccc(N=Nc2c(O)[nH]c(=O)[nH]c2=O)c1	1%	11%	?	-10%	?	-0.4	-14%	-3%
COc1cc(C=C2C(=O)NC(=O)NC2=O)ccc1O	2%	9%	21µM*	-4%	-29	-1.8	9%	0%

Screens: PubChem BioAssay, National Center for Advancing Translational Sciences (NCATS)

The list is partial; the hit share may differ from the screen's.
